# S1P2 blocker: blocks the human S1P2 receptor | O95136 | cell-based S1P2 antagonist assay, inhibition at 5 uM | inhibition, % at 5 µM | 97,000 compounds, 0.21% hits | AID 736; in the data active = inhibition above about 45%;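 note: CRE beta-lactamase reporter cells expressing human S1P2 stimulated with S1P; 0% = agonist at EC80 alone and 100% = agonist plus reference antagonist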
# Target sequence (O95136 whole entry, looked up): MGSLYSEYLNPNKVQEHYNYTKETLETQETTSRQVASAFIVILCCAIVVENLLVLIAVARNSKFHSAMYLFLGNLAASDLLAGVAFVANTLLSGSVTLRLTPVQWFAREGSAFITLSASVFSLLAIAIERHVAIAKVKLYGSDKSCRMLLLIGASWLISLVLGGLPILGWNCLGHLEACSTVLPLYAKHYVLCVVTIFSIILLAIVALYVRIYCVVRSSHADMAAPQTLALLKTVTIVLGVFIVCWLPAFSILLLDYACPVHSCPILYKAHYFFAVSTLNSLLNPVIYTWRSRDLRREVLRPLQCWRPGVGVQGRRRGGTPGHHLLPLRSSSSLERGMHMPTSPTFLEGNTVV
# Fibroblast inh: blocks proliferation of human lung fibroblasts; LL 47 human lung fibroblast viability, ATP luminescence; stronger effect = lower value; viability, % at 10 µM; 85,000 compounds, 1.1% hits; AID 719;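 active = viability at or below 50% in the single dose screen; inactive = viability above 50%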;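 note: compound exposure lasted 72 h before the ATP readout; 100% = median luminescence of untreated cell-only wells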
#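 Test system: LL 47 human lung fibroblasts; Quantity: 1,150 cells/well; Buffer or medium: IMEM plus 15% FBS; Dosing: tenfold compound dosing solution, DMSO at 0.1%; Timing: overnight cell rest, 72 h compound treatment at 37 °C; Detection: ATP-based CellTiter-Glo luminescent readout; Read-out basis: viability percentage against median untreated-cell control; Controls: cell-only wells, no compound.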
# H69AR growth 86K: blocks growth of human H69AR lung tumor cells. viability, % at 10 µM. 85,000 compounds, 6% hits. AID 598. H69AR lung tumor viability, ATP luminescence, 72 h; stronger effect = lower value;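 active = viability at or below 40%; inactive = viability above 40%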;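 note: multidrug resistant small cell line overexpressing MRP-1 efflux transporter; 100% = mean luminescence of untreated control wells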
# HUVEC inhibit: inhibitors of human endothelial cell proliferation; HUVEC proliferation, CellTiter-Glo luminescence, 72 h; stronger effect = lower value; viability, % at 10 µM (by protocol); 86,000 compounds, 1.1% hits; AID 648;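 active = viability at or below 30%; inactive = viability above 30%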;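 note: 100% = median luminescence of DMSO-only cell control wells on each plate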
# S1P2 agonist: activates the human S1P2 receptor; 97,000 compounds, 0.46% hits; AID 729; S1P2-expressing cell line, agonist reporter read-out; activation, % at 4.5 µM; in the data active = activation above about 16%;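 note: 0% = vehicle low control and 100% = maximal reference agonist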
# Starred values were filed as active, the others as inactive; / = no result given.
SMILES,S1P2 blocker,Fibroblast inh,H69AR growth 86K,HUVEC inhibit,S1P2 agonist
CCOC(=O)c1cc(C#N)c(SCC(=O)c2cc(C#N)c(SC)nc2C)nc1C,/,/,11.6*,63.1,/
CCOC(=O)c1c(NC(=O)c2ccc(-n3cnnn3)cc2)sc2c1CCCC2,/,/,2.1*,36.3,/
COc1cccc(C(=O)Nc2cccc(-c3nnc(-c4ccccc4)o3)c2)c1,/,/,17.4*,55.0,/
CCc1ccc2nc(NC3=NCN(CCCN4CCOCC4)CN3)nc(C)c2c1,/,/,90.8,74.2,/
CSc1nnc2c(n1)OC(C1CC=C(C)CC1)Nc1ccccc1-2 (configuration not stated),/,/,93.1,88.0,/
CN1CCN(S(=O)(=O)c2ccc(-c3ccc(S(=O)(=O)N4CCN(C)CC4)cc3)cc2)CC1,/,/,100.2,82.7,/
CC1CCN(CCCNC(=O)Cc2c(C(=O)O)n(C)c3ccccc23)CC1,/,/,93.5,106.4,/
CN(C)/C=C1\C(=O)c2ccc(N(C)C)nc2CC1c1ccccc1 (configuration not stated),/,93.8,/,93.0,/
Cn1c(=O)n(CCN2CCOCC2)c(=O)c2c1nc1n2CCCN1c1ccccc1,/,101.1,/,98.5,/
Cc1ccc2c(C)nc(NC3=NCN(Cc4ccccc4)CN3)nc2c1,/,100.6,/,86.6,/
COc1ccccc1C(=O)Nc1cc(-c2nn3c(C)nnc3s2)ccc1C,-27.3,/,/,/,2.1
Cc1c(NC(=O)c2nn(C)c(=O)c3ccccc23)c(=O)n(-c2ccccc2)n1C,1.0,/,/,/,-9.0
COc1ccc(-n2nc(C(=O)N3CCC(C#N)CC3)c3c4ccccc4n(C)c3c2=O)cc1,17.6,/,/,/,-5.2
Cn1c(=O)c2c(nc(NCCCN3CCOCC3)n2Cc2ccc(Cl)c(Cl)c2)n(C)c1=O,-8.9,/,/,/,-0.8
Cc1nc(Nc2nc(=O)c3ccccc3n2C)nc2c(C)cccc12,9.8,/,/,/,-8.0
CCOC(=O)c1sc(N2C(=O)C(O)=C(C(=O)c3ccco3)C2c2ccccc2)nc1C (configuration not stated),11.0,/,/,/,-2.1
O=C(O)C1CCC(CNCc2cccnc2)CC1 (configuration not stated),3.0,/,/,/,-2.6
Clc1ccc(C2CC(c3cccs3)n3ncnc3N2)c(Cl)c1 (configuration not stated),/,87.6,79.0,96.2,/
CCOc1ccc(S(=O)(=O)NCc2ccc(C)cc2)c2cccnc12,/,93.0,88.3,88.2,/
COc1ccccc1-c1nn2c(-c3ccc(C(C)(C)C)cc3)nnc2s1,/,95.3,94.4,25.3*,/
N#Cc1ccccc1Cn1c(=O)n(CCCC(=O)NCc2ccc3c(c2)OCO3)c(=O)c2ccccc21,/,68.6,39.9*,59.5,/
Cc1ccc(C2C(C(=O)c3cc4ccccc4o3)=C(O)C(=O)N2CCN(C)C)o1 (configuration not stated),/,99.9,91.9,103.4,/
COc1ccc(OC)c(C2C(C(=O)c3ccco3)=C(O)C(=O)N2CCCN2CCOCC2)c1 (configuration not stated),/,104.4,84.7,91.8,/
CCC(C)NC(=O)c1c(-c2cc(Cl)c(OC)c(Cl)c2)noc1C (configuration not stated),/,96.3,96.0,103.9,/
Cc1nc2sc(C(c3ccc(F)cc3)N3CCN(C(=O)c4ccco4)CC3)c(O)n2n1 (configuration not stated),/,98.3,96.2,96.0,/

# (more compounds)
SMILES,S1P2 blocker,Fibroblast inh,H69AR growth 86K,HUVEC inhibit,S1P2 agonist
Cc1oc(-c2cccc(Cl)c2)nc1CN1CCC(C(=O)N2CCN(c3ccccc3F)CC2)CC1,/,86.2,5.8*,15.7*,/
COc1cc(C2C(C(=O)c3sc(C)nc3C)=C(O)C(=O)N2CCN(C)C)cc(OC)c1OC (configuration not stated),/,97.5,97.8,91.2,/
Cn1c(=O)c2c(nc(NCCCN3CCOCC3)n2Cc2ccc(Cl)cc2Cl)n(C)c1=O,/,105.5,70.0,97.6,/
CCCCOc1ccccc1/C=c1/sc2nc(-c3oc4ccccc4c3C)nn2c1=O,/,106.1,99.0,97.8,/
COCCn1cnc2c(c1=O)c1nc3ccccc3nc1n2/N=C/c1cccc(OC)c1OC,/,95.7,38.8*,67.4,/
Cc1cccc(-n2ncc3c(N4CCN(c5nc(C)cc(C)n5)CC4)ncnc32)c1,/,94.6,93.3,86.1,/
CCOc1cc(N2CCOCC2)c(OCC)cc1NC(=O)c1ccc(=O)n(Cc2ccccc2)n1,/,96.7,57.9,74.7,/
CCN1CCN(C(=O)C2CCN(Cc3nc(-c4ccc(Cl)cc4)oc3C)CC2)CC1,/,87.5,106.3,81.8,/
CCn1cc(C(=O)NCc2ccc(OC)cc2OC)c(=O)c2ccc(C)nc21,/,91.9,77.2,93.0,/
CCOC(=O)C1=C(C)Nc2nc(C)nn2C1c1ccc(OC)c(OC)c1 (configuration not stated),/,91.5,89.7,118.4,/
COc1ccc(Cl)cc1Nc1nc(N2CCCC2)nc(N2CCCC2)n1,/,102.8,98.0,99.3,/
Cc1cc2ccccc2n2c(SCC(=O)N3CCN(C(=O)c4ccco4)CC3)nnc12,/,105.9,94.0,92.7,/
CCOc1ccc(N2CCCCn3c2nc2c3c(=O)[nH]c(=O)n2C)cc1,/,100.5,98.3,108.9,/
C=CCn1cnc2c(c1=O)c1nc3ccccc3nc1n2-c1ccc(Cl)cc1,/,104.9,83.4,87.8,/
CCN1CCC(C(=O)NC2CCCC2)(N(Cc2cccs2)C(=O)Cn2nnc3ccccc32)CC1,/,91.8,91.5,91.2,/
O=C1NC(NS(=O)(=O)c2ccc(Cl)cc2)(C(F)(F)F)C(=O)N1Cc1cccnc1 (configuration not stated),/,99.3,95.3,84.3,/
Cc1cc(Nc2cccc(Cl)c2)n2ncnc2n1,/,102.1,84.1,98.5,/
COC(=O)c1cc(=O)c2ccc(OC)cc2o1,/,101.9,98.4,96.2,/
CC[C@H]1OC(=O)C[C@@H](O)[C@H](C)[C@@H](O[C@@H]2O[C@H](C)C[C@H](N(C)C)[C@H]2O)[C@@H](CC=O)C[C@@H](C)C(=O)C=C[C@]2(C)O[C@H]2[C@@H]1C,/,37.9*,25.4*,80.4,/
CC1CCCN(S(=O)(=O)c2ccc(Br)s2)C1 (configuration not stated),/,93.5,94.3,93.1,/
O=c1nc2n(c3ccccc13)Cc1ccccc1-2,/,101.4,87.7,98.7,/
O=c1c2sc3nc(N4CCOCC4)c4c(c3c2ncn1Cc1ccco1)CCCC4,/,89.9,69.0,90.1,/
CCc1ccc(NC(=O)CSc2nc3c(c(=O)n(C)c(=O)n3C)n2C)cc1,/,94.3,76.6,104.5,/
COc1ccc(-n2ncc3c(N4CCN(c5cccc(C)c5C)CC4)ncnc32)cc1,/,23.8*,7.1*,18.3*,/
Cc1cccc2nc(Cn3c(=O)n(CCCC(=O)NCc4ccco4)c(=O)c4ccccc43)cc(=O)n12,/,92.7,73.0,100.1,/

# Random excerpt: 4 compounds from above.
SMILES,S1P2 blocker,Fibroblast inh,H69AR growth 86K,HUVEC inhibit,S1P2 agonist
O=C1NC(NS(=O)(=O)c2ccc(Cl)cc2)(C(F)(F)F)C(=O)N1Cc1cccnc1 (configuration not stated),/,99.3,95.3,84.3,/
COCCn1cnc2c(c1=O)c1nc3ccccc3nc1n2/N=C/c1cccc(OC)c1OC,/,95.7,38.8*,67.4,/
Cn1c(=O)c2c(nc(NCCCN3CCOCC3)n2Cc2ccc(Cl)cc2Cl)n(C)c1=O,/,105.5,70.0,97.6,/
CCOC(=O)C1=C(C)Nc2nc(C)nn2C1c1ccc(OC)c(OC)c1 (configuration not stated),/,91.5,89.7,118.4,/

# Full records, quoted from the list. Values in the order: S1P2 blocker	Fibroblast inh	H69AR growth 86K	HUVEC inhibit	S1P2 agonist
# Profile of CC[C@H]1OC(=O)C[C@@H](O)[C@H](C)[C@@H](O[C@@H]2O[C@H](C)C[C@H](N(C)C)[C@H]2O)[C@@H](CC=O)C[C@@H](C)C(=O)C=C[C@]2(C)O[C@H]2[C@@H]1C → /	37.9*	25.4*	80.4	/
# Profile of Cc1cc(Nc2cccc(Cl)c2)n2ncnc2n1 → /	102.1	84.1	98.5	/
# Profile of COc1cc(C2C(C(=O)c3sc(C)nc3C)=C(O)C(=O)N2CCN(C)C)cc(OC)c1OC (configuration not stated) → /	97.5	97.8	91.2	/
# Profile of CC1CCCN(S(=O)(=O)c2ccc(Br)s2)C1 (configuration not stated) → /	93.5	94.3	93.1	/
# Profile of O=c1nc2n(c3ccccc13)Cc1ccccc1-2 → /	101.4	87.7	98.7	/

# (next part)
SMILES,S1P2 blocker,Fibroblast inh,H69AR growth 86K,HUVEC inhibit,S1P2 agonist
Cc1cc(C)n2nc(C(=O)Nc3ccccc3N3CCOCC3)nc2n1,/,98.6,102.9,96.5,/
Cc1cc2cc(CNC(=O)c3cccs3)ccc2n1C,/,96.1,83.0,81.7,/
COc1ccc2nc(NC3=NCN(CC4CCCO4)CN3)nc(C)c2c1 (configuration not stated),/,86.0,100.7,100.2,/
COc1cc2cc(CN(Cc3nnnn3C3CCCC3)C3CCCC3)c(=O)[nH]c2cc1OC,/,99.6,73.0,93.3,/
COCCN1Cc2cccc(C(=O)Nc3ccc(S(=O)(=O)N4CCCCCC4)cc3)c2C1=O,/,78.9,25.0*,47.4,/
CCOc1ccc(S(=O)(=O)NCc2ccc(Cl)cc2)c2cccnc12,/,87.3,87.7,91.8,/
COc1ccc(-c2nnc(SCC(=O)N3CCN(c4ccccc4)CC3)o2)cc1OC,/,93.6,14.3*,65.9,/
COc1ccc(OC)c(C2/C(=C(\O)c3c(C)nc4ccccn34)C(=O)C(=O)N2CCCN(C)C)c1 (configuration not stated),/,103.1,95.9,95.5,/
Cc1sc2nc(C(C)Sc3nnc(C)n3-c3ccccc3)[nH]c(=O)c2c1C (configuration not stated),/,104.5,100.2,100.0,/
N[C@@H](Cc1cc(I)c(Oc2ccc(O)c(I)c2)c(I)c1)C(=O)O,/,90.8,89.9,85.8,/
COC(=O)c1ccc(C2C(C(=O)OC(C)C)=C(C)N=C3SCCC(=O)N32)cc1 (configuration not stated),/,94.4,95.8,90.0,/
CC1CCN(C(=O)CSc2ccc3nnc(-c4ccc(F)cc4)n3n2)CC1,/,105.6,76.3,102.9,/
CN1CCN(c2c3c(c(C#N)c4nc5ccccc5n24)CCCC3)CC1,/,88.1,73.3,84.2,/
Cc1ccc(C2C(C(=O)c3sc(C)nc3C)=C(O)C(=O)N2CCCN(C)C)o1 (configuration not stated),/,104.9,89.5,94.8,/
O=c1[nH]c2cc3c(cc2cc1C(c1nnnn1C1CCCC1)N1CCCc2ccccc21)OCCO3 (configuration not stated),/,98.2,93.4,88.3,/
COc1ccc(C)cc1NC(=O)C1CCCN(S(=O)(=O)c2cccc3nonc23)C1 (configuration not stated),/,110.6,68.4,107.4,/
COc1ccc(NS(=O)(=O)c2ccc(N)cc2)nn1,/,101.8,102.6,110.7,/
NS(=O)(=O)c1cc2c(cc1Cl)NC(CSCc1ccccc1)=NS2(=O)=O,/,97.1,98.7,91.6,/
CCCCCC(=O)N1CC2(CC)CN(C(=O)CCCCC)CC(CC)(C1)C2=O,/,92.3,90.4,101.0,/
COc1ccccc1C1/C(=C(/O)c2ccc(C)cc2)C(=O)C(=O)N1Cc1ccco1 (configuration not stated),/,103.9,109.5,99.0,/
CC1CCc2c(sc(NC(=O)c3noc4c3CCCC4)c2C(N)=O)C1 (configuration not stated),/,96.8,78.7,96.0,/
Cc1cc(=O)n2[nH]cnc2n1,/,95.9,101.1,105.8,/
COc1ccc(-n2c(SCC(=O)N3CCCC3)nc3c([nH]c4ccccc43)c2=O)cc1,/,93.5,78.1,82.4,/
O=C(NC1CCCc2ccccc21)C1CCN(c2c(N3CCCC3)c(=O)c2=O)CC1 (configuration not stated),/,93.3,50.3,101.9,/
COc1ccccc1C1/C(=C(/O)c2cnn(-c3ccccc3)c2C)C(=O)C(=O)N1CCN(C)C (configuration not stated),/,98.0,101.1,99.3,/
CCOC(=O)c1ccc(CNC(=O)c2cc3cccc(OC)c3oc2=O)o1,/,102.0,88.7,94.1,/

# Screening results (PubChem BioAssay)

# This is a subset. The share of hits here may be higher or lower than overall.
